Screening data deposited in PubChem BioAssay by National Center for Advancing Translational Sciences (NCATS).
ERG-DNA inh = ERG Ets/DNA interaction inhibition | P11308 | fluorescence polarization, His-ERG Ets domain / labelled DNA | Potency, µM (top dose mostly 76.9 µM), without a hit: at the highest dose FP activity, negative = inhibition, hits mostly inhibitors | actives 0.028% (n = 370,000) | AID 624246; active = well fitted inhibition curve with a large enough effect in the polarisation, with a control signal flat; inconclusive = small, poorly fitted or top-dose-only effect, or effect the other way, or a change in a side signal; inactive = no such curve, though single readings can be large or run the other way; the % refers to the polarisation;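 also: polarization taken with two DNA probes labelled with fluorescein and Texas red; potency is read from the fitted curve at half-maximal effect; % of control where 0% means no effect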
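His-tagged ERG Ets domain (1 uM in the protein solution; 300mM KCl, 50mM Tris-HCl, 1mM EDTA, 1mM DTT, pH 7.5) received compound, then a probe mix of 5 nM fluorescein-DNA and 100nM Texas-615-DNA. Fluorescence polarization was read for both dyes.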
HP1b binding inh = inhibitors of HP1-beta chromodomain binding to methylated histone tails | P83916 | AlphaScreen HP1-beta / biotin-H3K9me3 peptide binding | Potency, µM (doses to about 114 µM), for inactives: at the top dose activity change, negative = inhibition, hits mostly inhibitors | actives 0.56% (n = 390,000); also: potency is read from the fitted curve at half-maximal effect; nearly all actives have a fitted effect of over 70% in size; inactives centre near 23
Target sequence (P83916 whole entry, looked up): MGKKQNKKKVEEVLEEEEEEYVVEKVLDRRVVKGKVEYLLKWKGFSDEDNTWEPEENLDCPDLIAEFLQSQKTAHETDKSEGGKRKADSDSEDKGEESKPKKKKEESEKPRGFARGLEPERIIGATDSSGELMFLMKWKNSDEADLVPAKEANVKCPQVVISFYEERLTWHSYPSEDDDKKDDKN
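HP1-beta protein (50 nM final) preincubated 30 min at room temperature with biotinylated H3(1-18)K9me3 peptide (50 nM) in PBS pH 7.4, 0.01% Tween-20, then compound added for 30 min. AlphaScreen streptavidin donor/nickel chelate acceptor beads (10 ug/mL final), 30 min dark, luminescence read.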
G9a block = blocks human histone lysine methyltransferase G9a. Q96KQ7. G9a H3K9 monomethylation, AlphaScreen, 2 h. Potency, µM (series often up to 102 µM), inactives show top-dose activity, negative = inhibition, usual class: inhibitors. actives 8.8% (n = 350,000). AID 504332; also: potency is read from the fitted curve at half-maximal effect; % is scaled to controls: 0 for no effect and ±100 for the full control effect; nearly all actives have a fitted effect of over 75% in size
Target sequence (Q96KQ7 913-1193 limits assumed): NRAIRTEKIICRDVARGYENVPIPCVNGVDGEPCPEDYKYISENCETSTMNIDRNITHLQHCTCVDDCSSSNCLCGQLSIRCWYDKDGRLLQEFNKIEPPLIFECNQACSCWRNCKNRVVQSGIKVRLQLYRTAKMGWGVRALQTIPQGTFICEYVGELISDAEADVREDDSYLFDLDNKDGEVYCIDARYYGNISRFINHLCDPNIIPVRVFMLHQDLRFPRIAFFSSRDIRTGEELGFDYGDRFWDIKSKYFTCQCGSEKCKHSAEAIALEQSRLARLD
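Enzyme 20 nM + cpd, 15 min RT; add b-H3K9 pep 500 nM / SAM 20 uM; 2 h RT; anti-H3K9me1 Ab 0.5 ug/mL + SA donor / anti-rabbit acceptor beads 20 ug/mL each, 10 min; AlphaScreen read.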
Pin1 inh = human Pin1 inhibition. Pin1 FP peptide displacement, HiFluor488, 10 min. actives 0.009% (n = 390,000). Q13526. Potency, µM (titrated, usually from 115 µM), without a hit: top-dose activity, negative = inhibition, most hits filed as inhibitors; active = well fitted inhibition curve with a large enough effect in the polarisation, with a control signal flat, not every such curve was filed as active; inconclusive = small, poorly fitted or top-dose-only effect, or effect the other way, or a change in a side signal; inactive = no such curve, though single readings can be large or run the other way; the % refers to the polarisation; also: potency is read from the fitted curve at half-maximal effect; % is scaled to controls: 0 for no effect and ±100 for the full control effect
BAZ2B block = inhibitors of human BAZ2B bromodomain; actives 4.4% (n = 360,000); AlphaScreen BAZ2B-H3K14Ac peptide displacement; Q9UIF8; Potency, µM (series often up to 114 µM), for the others: top-dose activity change, negative = inhibition, hits mostly inhibitors; also: potency is read from the fitted curve at half-maximal effect; % is scaled to controls: 0 for no effect and ±100 for the full control effect; nearly all actives have a fitted effect of over 60% in size
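Multi-concentration screen (max 110 uM) measuring displacement of acetylated histone H3 peptide from BAZ2B by AlphaScreen, using 50 nM protein, 50 nM peptide and 10 ug/mL streptavidin donor plus Ni-chelate acceptor beads.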
GLS inh = inhibitors of human glutaminase (GLS); actives 0.21% (n = 410,000); AID 624170; GLS enzymatic activity, qHTS titration; O94925; Potency, µM (highest dose often 45.5 µM), for inactives: at the highest dose activity change, negative = inhibition, actives largely listed as inhibitors; also: potency is read from the fitted curve at half-maximal effect; % is scaled to controls: 0 for no effect and ±100 for the full control effect
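hKGA in 45 mM KH2PO4 pH 8.2, 0.02% Tween-20 with pin-transferred compounds; 1 mM L-glutamine (stock) plus glutamate oxidase/HRP/Amplex Red coupling added. Fluorescence read initially and after 30 min at RT.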
JMJD2A Tudor = inhibitors of human JMJD2A Tudor domain; Potency, µM (highest dose often 114 µM), without a hit: at the top dose activity change, negative = inhibition, actives largely listed as inhibitors; AID 504339; actives 4.4% (n = 390,000); O75164; AlphaScreen JMJD2A-Tudor / H3K4me3 peptide binding; also: potency is read from the fitted curve at half-maximal effect; % is scaled to controls: 0 for no effect and ±100 for the full control effect; nearly all actives have a fitted effect of over 50% in size
PI4K2A inh = blocks human PI4K2A kinase activity; AID 1346378; purified PI4K2A, ADP-Glo luminescence, 1 h; active compounds read low; activity change, negative = inhibition, % at 76.9 µM; actives 0.13% (n = 420,000); in the data active = activity change below about -50%; inconclusive = mostly about -30% to -49%;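 also: -100% = wells without enzyme as full effect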
Target sequence (Q9BTU6 whole entry, looked up): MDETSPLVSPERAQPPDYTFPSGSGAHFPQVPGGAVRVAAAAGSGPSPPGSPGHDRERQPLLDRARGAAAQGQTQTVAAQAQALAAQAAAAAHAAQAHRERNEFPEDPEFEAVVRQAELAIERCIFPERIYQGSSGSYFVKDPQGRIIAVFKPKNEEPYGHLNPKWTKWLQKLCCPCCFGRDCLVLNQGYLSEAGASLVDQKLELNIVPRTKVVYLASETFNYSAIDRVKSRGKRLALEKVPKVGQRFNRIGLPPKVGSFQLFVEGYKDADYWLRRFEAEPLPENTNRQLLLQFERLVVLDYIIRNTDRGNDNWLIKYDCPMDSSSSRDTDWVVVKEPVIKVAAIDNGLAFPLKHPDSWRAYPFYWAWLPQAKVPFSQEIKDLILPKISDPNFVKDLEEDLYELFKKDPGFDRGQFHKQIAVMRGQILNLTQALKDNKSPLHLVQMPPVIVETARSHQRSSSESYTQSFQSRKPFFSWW
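ADP-Glo luminescence measured ADP generated by PI4K2A enzyme (4 ug/mL before mixing) with 1.2 mM PI substrate (pre-mix) and 300 microM ATP (pre-mix). Tris pH7.5 buffer with MgCl2, Triton X-100; 1 h reaction at ambient temperature.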
Tb PGK inh = T. brucei PGK inhibition. P07378. PGK/GAPDH coupled, Kinase-Glo luminescence, 60 min. Potency, µM (highest dose often 57.5 µM), without a hit: at the highest dose activity change, negative = inhibition, most hits filed as inhibitors. actives 0.043% (n = 380,000). AID 602233; also: potency is read from the fitted curve at half-maximal effect; % is scaled to controls: 0 for no effect and ±100 for the full control effect; nearly all actives have a fitted effect of over 60% in size
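Recombinant glycosomal PGK reaction used 1,3-bisphosphoglycerate generated in-well by GAPDH (100nM final) in 100mM TEA pH 7.6, 5mM MgCl2, 0.01% Tween-20. After 60 minutes at room temperature, ATP was read by Kinase-Glo Plus luminescence end-point.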
* marks the source's active call; other numbers are inactive results; i = inactive; ? = inconclusive; · = no result given; & = joins results of further samples; [ ] = remark or other dose. Unless noted, calls follow the shape of the dose curve; as a rule, active = well fitted curve in the direction sought with a large enough effect; inconclusive = small, poorly fitted or top-dose-only effect, or another doubt; inactive = no such curve, though single readings can be large; an effect the other way counts as inactive or inconclusive.

ERG-DNA inh,HP1b binding inh,G9a block,Pin1 inh,BAZ2B block,GLS inh,JMJD2A Tudor,PI4K2A inh,Tb PGK inh,Structure
19%,46%[activator],8%,9%,1%,-5%,-10%,8,-13%,Cc1cc(NC(=O)Cn2nc(C(=O)O)c3ccccc3c2=O)c([N+](=O)[O-])cc1C
-4%,33%,?,-4%,-16%,1%,-9%,-8,3%,Nc1cc2nn(-c3ccccc3)nc2cc1Cl
6%,31%,24%[59 µM],-1%,-5%,-11%,-6%,-15,i,COC(=O)C1=C(C)NC2=C(C(=O)CC(C)(C)C2)C1c1cnn(C)c1C (stereo not drawn)
-7%,42%[activator],9%,3%,-18%[57.1 µM],-6%,-14%,8,-1%,Cc1nn(C)cc1C(C)NC(=O)c1cc(COc2ccc(F)c(F)c2)on1 (stereo not drawn)
-4%,9%,8%,0%,-25%,0%,-7%,2,5%,COc1ccc(-c2nn(-c3ccccc3)cc2CNCCN2CCOC2=O)c(F)c1
5%,?,?,-1%,?,7%,-15%[57.1 µM],3,-3%,Cn1c(CNc2nc(-c3ccccc3)cs2)nnc1SCC(=O)OC1CCCCC1
4%,25%,-8%,3%,8%,6%,-6%,-5,-8%,CC(C)CCOc1ccc(C(CC(N)=O)C(=O)O)cc1 (stereo not drawn)
3%,-3%,·,1%,-1%,-7%,-20%,4,-3%,CC(=O)N/C(N)=N/c1nc(=O)c2ccccc2s1
-7%,13%,·,-2%,-1%,-11%,-8%,-1,-1%,COC(=O)c1c(NS(=O)(=O)c2ccccc2)csc1C
-4%,29%,28%[59 µM],-8%,12%,-2%,-5%,-5,3%,O=C(NCc1ccco1)c1cnc2sccn2c1=O
-22%,34%,-29%[59 µM],-1%,-35%,-2%&5%,-26%,2&-3,6%,COC(=O)[C@H]1[C@H]2C[C@H]3c4[nH]c5ccccc5c4CCN3C[C@H]2CC[C@@H]1O
-13%,-1%,?,1%,?,-11%,?,-4,5%,COc1ccc(-c2cc(C(F)(F)F)n3ncc(-c4ccccc4)c3n2)cc1
1%,21%,10%[59 µM],-4%,8%,-4%,1%,-1,-4%,O=C(N1CCOCC1)N1CCOCC1
-2%,?,50µM*,?,45µM*,3%,89µM*,2,-8%,COc1ccc2[nH]c(C)c(CCNC(=S)Nc3ccccc3C)c2c1
-3%,49%[activator],-16%[12.7 µM],8%,6%,0%,-2%,3,-2%,CCOC(=O)N1CCN(C(=O)NC23CC4CC(CC(C4)C2)C3)CC1
7%,43%[activator],1%[59 µM],-6%,1%,-10%,-4%,2,i,CCc1cnc2c(c1SCC(=O)c1ccc(OC)cc1)c(=O)n(C)c(=O)n2C
-4%,28%,?,18%,56µM*,-1%,?,-4,i,COc1cc(CNCc2ccccn2)ccc1OCC(=O)NC1CCCCC1
7%,23%,37%[activator][12.7 µM],-1%,-30%,-2%,-16%,-3,i,Cc1ccc(NC(=O)C(=O)NCC2CCCO2)cc1 (stereo not drawn)
-6%,51%[activator],25%[59 µM],-5%,4%,0%,6%,-56*,·,O=C(Nc1noc2ccccc12)c1ccc(F)cc1
-3%,?,29%,7%,-1%,11%,-10%,-2,i,Cc1ccc([N+](=O)[O-])cc1S(=O)(=O)NCCc1c(C)[nH]c2c(C)cccc12
2%,30%,19%,9%,-11%,3%,-13%,-3,-5%,CCC(=O)Nc1c2c(nn1-c1ccc(C)cc1)CS(=O)(=O)C2
-2%,10%,10%[59 µM],2%,2%,-13%,-13%,1,-5%,COC(=O)c1sc(NC(=O)/C=C/c2ccc(OC)c(OC)c2)c(C(=O)OC)c1C
-8%,9%,?,-1%,11%,3%,-4%,3,0%,CCOC(=O)CSc1nnc(CNC(=O)c2ccc(OC)c(OC)c2)n1C
-13%,20%,·,-10%,·,7%,1%,0,3%,CCOC(=O)c1c(NC(=O)C2Cc3ccccc3C(=O)O2)sc2c1CCCC2 (stereo not drawn)
-3%,5%,15%[59 µM],7%,9%,2%,-9%,1,0%,Cn1nnnc1SCc1ccc([N+](=O)[O-])cc1
5%,17%,·,1%,·,7%,-15%,-6,-13%,CC(=O)C[C@@H](O)CC(=O)[C@H]1OC(=O)CCCCCCCCc2ccccc21
13%,55%[activator],25%[12.7 µM],0%,-2%,1%,-22%[11.4 µM],-4,-9%,Cc1ccccc1CSCC(=O)NC1CCCC1
16%,-7%,19%[2.33 µM],10%,?,14%,?,0,-7%,O=C(COC(=O)c1ccccc1C(=O)OCC(=O)NCCc1c[nH]c2ccccc12)NCCc1c[nH]c2ccccc12
-13%,15%,-12%[59 µM],-11%,-19%,-8%,-28%,-5,-5%,Cc1ccc(N(C)S(=O)(=O)c2ccc3[nH]cc(C(=O)O)c(=O)c3c2)cc1C
-2%,21%,·,-3%,·,3%,-18%,1,-7%,COC(=O)C1=CO[C@@H](O[C@@H]2O[C@H](CO)[C@@H](O)[C@H](O)[C@H]2O)C2C1CC(O)O[C@H]2C (stereo partly drawn)

Ordered by the number under HP1b binding inh (low to high): some entries from above
structure | HP1b binding inh
Cn1nnnc1SCc1ccc([N+](=O)[O-])cc1 | 5%
Cc1ccc(NC(=O)C(=O)NCC2CCCO2)cc1 (stereo not drawn) | 23%
O=C(NCc1ccco1)c1cnc2sccn2c1=O | 29%

The main list resumes; the 2 compounds before the break are reprinted first.
ERG-DNA inh,HP1b binding inh,G9a block,Pin1 inh,BAZ2B block,GLS inh,JMJD2A Tudor,PI4K2A inh,Tb PGK inh,Structure
-13%,15%,-12%[59 µM],-11%,-19%,-8%,-28%,-5,-5%,Cc1ccc(N(C)S(=O)(=O)c2ccc3[nH]cc(C(=O)O)c(=O)c3c2)cc1C
-2%,21%,·,-3%,·,3%,-18%,1,-7%,COC(=O)C1=CO[C@@H](O[C@@H]2O[C@H](CO)[C@@H](O)[C@H](O)[C@H]2O)C2C1CC(O)O[C@H]2C (stereo partly drawn)
-5%,33%,71µM*,2%,-17%,-9%,-20%,1,i,CC(C)(C)OC(=O)N1CCC(c2c(C(=O)NCC3CCN(C4CCCC4)C3)cnn2-c2ccccc2Cl)CC1 (stereo not drawn)
4%,28%,7%,1%,12%,21%,-10%,-9,-5%,COCCOC(=O)C1=C(C)NC(=S)NC1c1cccs1 (stereo not drawn)
15%,47%[activator],-9%,4%,-13%,-12%,-8%,1,·,COc1ccc(/C(C)=N/NC(=O)CNC(=O)c2cccs2)cc1OC
-1%,11%,-7%,0%,8%,6%,-5%,-14,i,O=C(CCn1c(=S)oc2ccccc21)Nc1cccc(F)c1
-9%,-18%,79µM*,-1%,-26%,37%[activator],-31%,6,1%,COc1ccc(N2CCN(C(=O)c3ccc(S(=O)(=O)N4CCCC4)cc3)CC2)cc1
68%[activator],-32%,4µM*,?,40µM*,-10%,56µM*,-9,-8%,O=C(NN1C(=O)/C(=C\c2ccc(O)c([N+](=O)[O-])c2)SC1=S)c1ccccc1Cl
-9%,29%,-36%[12.7 µM],-6%,10%,18%,-10%,3,7%,CCOC(=O)c1cccc(NC(=O)CSc2nnc(-c3cccnc3)n2CC)c1
-4%,5%,50µM*,7%,-3%,?,-18%,4,i,COc1cc2c(cc1OC)C(Cc1ccc(O)cc1)N(C)CC2 (stereo not drawn)
-3%,33%,23%,-1%,7%,-7%,-19%,-2,i,CCN(CC)CCN(C)c1ccc(N2C(=O)C3CC=CCC3C2=O)cc1[N+](=O)[O-] (stereo not drawn)
·,21%,·,-1%&-2%&1%,·,-2%,-12%,-1,·,Cc1ccc(S(=O)(=O)N2CCN(c3nc(-c4cccs4)nc4ccccc34)CC2)cc1
-1%,-6%,30%[12.7 µM],22%,-7%,0%,-31%,5,·,C=CCOC(=O)C1=C(C)NC(=O)NC1c1cn(-c2ccccc2)nc1-c1cccs1 (stereo not drawn)
-1%,19%,21%,1%,-10%,-1%,-8%,3,-5%,CCc1ccccc1N(CC(=O)NCc1ccc(OC)cc1)C(=O)CCC(=O)Nc1ccccn1
16%,21%,·,?,0%,0%,-22%,2,-10%,O=C1N(Cc2cccc(Cl)c2)C[C@@H]2C[C@@H](c3cccc4cccnc34)N3CCC[C@@]123
6%,102%[activator],86%[activator],-4%,47%[activator],2%,39%[activator],3,i,Cc1cc(Nc2nc3ccccc3nc2Cl)n(-c2ccccc2)n1

Part of the list above in order of count of non-hydrogen atoms, rising.
ERG-DNA inh,HP1b binding inh,G9a block,Pin1 inh,BAZ2B block,GLS inh,JMJD2A Tudor,PI4K2A inh,Tb PGK inh,Structure
4%,28%,7%,1%,12%,21%,-10%,-9,-5%,COCCOC(=O)C1=C(C)NC(=S)NC1c1cccs1 (stereo not drawn)
-9%,29%,-36%[12.7 µM],-6%,10%,18%,-10%,3,7%,CCOC(=O)c1cccc(NC(=O)CSc2nnc(-c3cccnc3)n2CC)c1
·,21%,·,-1%&-2%&1%,·,-2%,-12%,-1,·,Cc1ccc(S(=O)(=O)N2CCN(c3nc(-c4cccs4)nc4ccccc34)CC2)cc1
